TrxR1 substrate: rat thioredoxin reductase 1 substrate activity; purified TrxR1 substrate turnover, NADPH consumption readout; AID 588456; Potency, µM (titrated, usually from 114 µM), inactives show top-dose activity change, negative = substrate turnover; hit rate 0.01% among 390,000; O89049; also: potency is read from the fitted curve at half-maximal effect; % is scaled to controls: 0 for no effect and ±100 for the full control effect; nearly all actives have a fitted effect of over 50% in size
Target sequence (O89049 whole entry, looked up): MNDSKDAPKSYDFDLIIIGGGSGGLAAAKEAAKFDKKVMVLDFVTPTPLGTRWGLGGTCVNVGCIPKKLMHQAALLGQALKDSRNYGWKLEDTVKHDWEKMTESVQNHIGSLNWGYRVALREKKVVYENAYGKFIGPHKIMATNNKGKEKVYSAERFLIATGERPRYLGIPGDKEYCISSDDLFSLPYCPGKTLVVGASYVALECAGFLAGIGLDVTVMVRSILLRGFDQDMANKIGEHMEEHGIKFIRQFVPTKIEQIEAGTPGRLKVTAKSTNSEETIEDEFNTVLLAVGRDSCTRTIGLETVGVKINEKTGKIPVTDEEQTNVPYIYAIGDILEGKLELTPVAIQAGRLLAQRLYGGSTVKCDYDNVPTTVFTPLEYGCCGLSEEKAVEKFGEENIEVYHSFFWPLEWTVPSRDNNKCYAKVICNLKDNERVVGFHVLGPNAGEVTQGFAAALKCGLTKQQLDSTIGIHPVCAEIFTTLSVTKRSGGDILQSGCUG
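Rat TrxR1, dispensed at 90 nM, was prereduced with 400 uM NADPH (final) for 5 min at ~22 deg C, then incubated with compound 15 min before 400 uM selenite. A first-read NADPH fluorescence drop versus no-compound background flagged substrates.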
TrxR1 inh: inhibitors of rat thioredoxin reductase 1 | hit rate 1% among 390,000 | AID 588453 | recombinant rTrxR1, NADPH fluorescence consumption, selenite substrate | Potency, µM (series often up to 114 µM), without a hit: at the top dose activity change, negative = inhibition, most hits filed as inhibitors | O89049; also: potency is read from the fitted curve at half-maximal effect; % is scaled to controls: 0 for no effect and ±100 for the full control effect; nearly all actives have a fitted effect of over 65% in size
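Rat TrxR1 (90 nM in the dispensed reagent) was pre-reduced with 400 uM NADPH for 5 min at room temperature, then incubated with compound for 15 min. After 400 uM selenite was added, NADPH fluorescence (Ex 340/Em 450 nm) was followed for 8 min.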
RGS4 inh: blocks human RGS4-accelerated GTP hydrolysis; P49798; Transcreener GDP fluorescence polarization, RGS4-accelerated GTP hydrolysis; Potency, µM (highest dose often 114 µM), without a hit: top-dose activity change, negative = inhibition, actives largely listed as inhibitors; hit rate 0.039% among 390,000; also: potency is read from the fitted curve at half-maximal effect; % is scaled to controls: 0 for no effect and ±100 for the full control effect; nearly all actives have a fitted effect of over 75% in size; some results filed as inactive show a strong effect at the top dose
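MLSMR compounds (23 nl, pin-transferred) preincubated 10 min at room temperature with a 500nM (2x) first reagent, then RGS4 at 900nM (2x) plus Transcreener GDP mix added; fluorescence polarization (620/688 nm) read before and after 90 min at 30 °C.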
Vif-APOBEC3G blk: inhibitors of Vif-APOBEC3G interaction. HeLa A3G-eYFP + Vif (tagged APOBEC3G with the HIV-1 protein that degrades it), YFP fluorescence, overnight. Potency, µM (series often up to 46.1 µM), without a hit: top-dose activity, negative = active, most hits filed as inhibitors. hit rate 0.076% among 410,000. Q9HC16;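 also: potency is read from the fitted curve at half-maximal effect; % is scaled to controls: 0 for no effect and ±100 for the full control effect; nearly all actives have a fitted effect of over 60% in size; hits raise eYFP signal because A3G escapes Vif-driven loss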
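Read-out is eYFP fluorescence (Ex 488/Em 500-530) from Vif-expressing HeLa A3G-eYFP cells; more signal means A3G escaped Vif-mediated degradation. Cells plated overnight, compound pinned in, incubated overnight at 37 deg C.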
Vif-A3F inh: Vif-A3F binding inhibition; HeLa A3F-eYFP + Vif (tagged APOBEC3F with the HIV-1 protein that degrades it), YFP fluorescence increase; Potency, µM (highest dose often 46.1 µM), without a hit: at the top dose activity, negative = active; hit rate 0.2% among 390,000; AID 602313; also: potency is read from the fitted curve at half-maximal effect; % of control where 0% means no effect; nearly all actives have a fitted effect of over 65% in size
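HeLa cells stably expressing Vif plus C-terminally eYFP-tagged A3F were seeded, incubated overnight at 37 deg C, dosed with compound, incubated overnight again at 37 deg C. Yellow fluorescence (Ex 488/Em 500-530) reported blocked Vif-mediated A3F-eYFP degradation.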
LDHA inh: LDHA (human) enzyme inhibition; AID 1347041; P00338; hit rate 0.15% among 480,000; activity change, % (values are at about 110 or 230 µM); purified LDHA, NADH/diaphorase-resazurin fluorescence; active compounds read low; in the data active = activity change below about -30%; inconclusive = mostly about -25% to -30%;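 also: plate controls were DMSO wells for no effect and wells without enzyme for full effect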
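LDH5 2 nM; NADH 0.06 mM, pyruvate 0.2 mM; 200 mM Tris pH 7.4, EDTA, Tween-20; 5 min RT. Detection: diaphorase 0.133 mg/mL + resazurin 37 µM, fluorescence ex540/em590 at 0 and 20 min; normalized to enzyme-free and DMSO wells.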
IDH1 R132H inh: blocks human mutant IDH1 R132H enzyme; Potency, µM (doses to about 76.6 µM), inactives show top-dose activity change, negative = inhibition, usual class: inhibitors; IDH1-R132H enzyme, NADPH consumption, diaphorase/resazurin fluorescence; O75874; hit rate 0.093% among 390,000; AID 602179; also: potency is read from the fitted curve at half-maximal effect; % is scaled to controls: 0 for no effect and ±100 for the full control effect; nearly all actives have a fitted effect of over 65% in size
Target sequence (O75874 whole entry R132H, stated change not applied): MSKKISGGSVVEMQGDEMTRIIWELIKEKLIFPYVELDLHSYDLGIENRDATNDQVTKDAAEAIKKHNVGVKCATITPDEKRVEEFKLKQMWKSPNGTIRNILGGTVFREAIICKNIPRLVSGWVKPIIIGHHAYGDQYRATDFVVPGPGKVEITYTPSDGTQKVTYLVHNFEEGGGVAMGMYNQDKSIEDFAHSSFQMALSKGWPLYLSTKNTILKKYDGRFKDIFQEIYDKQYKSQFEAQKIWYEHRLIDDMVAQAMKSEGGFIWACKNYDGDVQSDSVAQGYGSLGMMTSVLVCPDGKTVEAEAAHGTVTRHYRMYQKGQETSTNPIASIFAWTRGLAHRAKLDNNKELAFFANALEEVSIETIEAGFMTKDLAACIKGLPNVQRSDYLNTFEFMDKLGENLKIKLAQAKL
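IDH1-R132H (0.5 ug/mL) preincubated 30 min with compound, then NADPH (0.016 mM) and alpha-KG (2 mM) added; 80 min at RT, pH 7.5. Remaining NADPH coupled via diaphorase/resazurin to fluorescence (540/590 nm); concentration-response curves normalized to no-enzyme control.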
GRP78 ERSR act: induces the endoplasmic reticulum stress response in human glioma cells | U87-MG GRP78 promoter luciferase reporter, 16 h | Potency, µM, inactives show at the highest dose activation, most hits filed as activators | hit rate 0.02% among 420,000; also: potency is read from the fitted curve at half-maximal effect; series mostly up to about 76 µM; % of control where 0% means no effect; nearly all actives have a fitted effect of over 35% in size
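Stably transfected U87-MG glioma cells carrying a GRP78-based luciferase sensor; 16 h compound incubation. Luminescence end-point read 10 min after Bright-Glo addition at room temperature.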
USP1 inh: inhibitors of human USP1/UAF1 deubiquitinase | Potency, µM (series often up to 57.1 µM), for inactives: at the top dose activity change, negative = inhibition, actives largely listed as inhibitors | hit rate 0.23% among 390,000 | recombinant USP1/UAF1, Ub-Rhodamine cleavage fluorescence | O94782; also: potency is read from the fitted curve at half-maximal effect; % is scaled to controls: 0 for no effect and ±100 for the full control effect; nearly all actives have a fitted effect of over 60% in size; inactives centre near -12
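Step one: compound is pinned into 1nM USP1/UAF1 in HEPES pH 7.8 buffer with TCEP. Step two: 15 min room-temperature incubation. Step three: Ub-Rho (150nM final) starts cleavage, tracked by fluorescence over six one-minute reads.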
An asterisk follows results filed as active; u = inconclusive; x = no result given; & = joins results of further samples; [ ] = dose if it differs, or a comment. Unless noted, calls follow the shape of the dose curve; as a rule, active = well fitted curve in the direction sought with a large enough effect; inconclusive = small, poorly fitted or top-dose-only effect, or another doubt; inactive = no such curve, though single readings can be large; an effect the other way counts as inactive or inconclusive. These rows are one share of the data (hit frequency here may not be typical).

#	smiles	TrxR1 substrate	TrxR1 inh	RGS4 inh	Vif-APOBEC3G blk	Vif-A3F inh
1	O=C(Nc1nc2n(n1)C(c1ccc(F)cc1)C=C(c1ccccc1)N2)c1cccc([N+](=O)[O-])c1 (stereo not drawn)	8%	5%	-7%	2%	-9%
2	COCC(=O)N(C)C[C@@H]1Oc2cc(Br)ccc2S(=O)(=O)N([C@H](C)CO)C[C@H]1C	x	x	x	2%	0%
3	CCN1C(=O)C(CC(=O)Nc2ccc(F)cc2)N(Cc2ccc3c(c2)OCO3)C1=S (stereo not drawn)	-2%	7%	33%	-5%	-5%
4	COc1cc(C(=O)Sc2ccc(Cl)cc2)cc(OC)c1OC	7%[57.1 µM]	u	5%	-14%	0%
5	O=C(NCCc1csc(-c2cccc(F)c2)n1)c1ccccc1C(F)(F)F	-9%[57.1 µM]	-13%[57.1 µM]	-12%	0%	2%
6	Cc1ccc2[nH]c(=O)c(CN(Cc3ccccc3)Cc3nnnn3Cc3ccco3)cc2c1	-3%[0.0914 µM]	-28%	-30%	-2%	x
7	CSc1ncccc1C(=O)Nc1nc(C(C)(C)C)cs1	-15%[57.1 µM]	25%[57.1 µM]	-21%	-18%	10%
8	CCOC(=O)C(NCc1ccccn1)(NC(=O)c1cccnc1)C(F)(F)F (stereo not drawn)	6%[57.1 µM]	23%[57.1 µM]	-29%	1%	-15%
9	COc1ccc(-c2cc(C(=O)NCCCn3ccnc3)no2)cc1	13%	21%	3%	6%	2%
10	CN(C)C(=O)COC(=O)c1ccc(S(=O)(=O)NCc2ccco2)cc1	-2%	-21%	11%[11.4 µM]	1%	2%

#	LDHA inh	IDH1 R132H inh	GRP78 ERSR act	USP1 inh
1	2	9%	6%	-12%
2	-3	1%	-5%	-16%
3	-5	0%	-2%	-5%
4	-9	0%	u	-13%
5	-2	3%	-1%	-24%
6	3	x	-4%	x
7	-1	7%	6%	-15%
8	4	4%	-1%	-18%
9	-9	11%	3%	-8%
10	-6	0%	-3%	2%

New compounds follow:
#	smiles	TrxR1 substrate	TrxR1 inh	RGS4 inh	Vif-APOBEC3G blk	Vif-A3F inh
11	Cc1ccc(C(=O)NCC(=O)Nc2ncccc2C)s1	3%[57.1 µM]	6%[57.1 µM]	5%	3%	-1%
12	CCOC(=O)C1CCN(C(=O)CCCn2c(=O)c3cccn3c3cccnc32)CC1	6%	3%	30%[11.4 µM]	11%	1%
13	Cc1ccc(NC(=O)c2ccc(CNS(=O)(=O)c3ccc4c(c3)C(C)(C)C(=O)N4C)cc2)cc1C	6%	15%	-31%	1%	3%
14	CCOc1ccc(NC(=O)CSc2nc3[nH]ncc3c(=O)n2-c2ccccc2OC)cc1	-9%	u	-14%	-3%	1%
15	O=C1N/C(=C/c2ccc(N3CCOCC3)o2)C(=O)N1c1ccccc1	-3%	7.1µM*	u	u	u
16	O=C1Nc2ccccc2/C1=C/c1ccccc1Cl	9%[57.1 µM]	5%[57.1 µM]	-6%	-28%	-12%
17	CC(=O)Nc1ccc(OCc2cccc([N+](=O)[O-])c2)cc1	5%[57.1 µM]	7%[57.1 µM]	27%	-1%	0%
18	O=c1o[nH]c(-c2ccccc2)c1C1=NCCCCC1	0%	19%	-30%	-5%	-3%
19	Cc1ccc(N=C2NC(=O)CC(C(=O)Nc3cc(C(F)(F)F)ccc3Cl)S2)cc1 (stereo not drawn)	2%	11%	-29%	-1%	-1%
20	Oc1ccc(Cl)cc1CNCC1CCCCC1	-6%	-2%	18%	0%	-4%

#	LDHA inh	IDH1 R132H inh	GRP78 ERSR act	USP1 inh
11	-8	0%	0%	-5%
12	-3	-4%	2%	0%
13	1	-5%	-5%	-21%
14	-3	-2%	-1%	-10%
15	-1	2%	-14%	-11%
16	-2	9%	9%	-27%
17	-5	12%	2%	-2%
18	-5	4%	-4%	-9%
19	-21	-10%	1%	-11%
20	0	5%	-1%	18%

Next section:
#	smiles	TrxR1 substrate	TrxR1 inh	RGS4 inh	Vif-APOBEC3G blk	Vif-A3F inh
21	COc1ccc(-n2nc3c(N4CCC(C(=O)NCCc5ccccc5)CC4)nnc(C)c3c2C)cc1	15%	17%	8%	u	1%
22	COc1ccc(-c2nc3c(c(=O)[nH]c(=O)n3Cc3ccccc3)n2C)cc1	16%	-1%	31%	2%	x
23	CC(=O)Nc1ccc(Nc2nc3ccc(Cl)cc3n3cnnc23)cc1	7%	7%	-7%	x	x
24	C=CCn1c(SCc2ccc3c(c2)OCO3)nc2scc(-c3ccco3)c2c1=O	-5%	u	u	0%	-7%
25	Brc1ccc(-c2nnc3n2C2(CCCC2)Cc2ccccc2-3)o1	10%	3%	-11%[56.9 µM]	-3%	-3%
26	CN1C(=O)c2ccc(NC(=O)CCS(=O)(=O)c3ccccc3)cc2C1=O	25%[57.1 µM]	18%[57.1 µM]	-1%	1%	3%
27	COc1ccc(NC(=O)C2CCCN(CCCc3ccccc3)C2)cc1OCC(C)C (stereo not drawn)	-4%	9%	-17%	-12%	-7%
28	CC1CN(C(=O)C2CCCC2)C(C)CN1C(=O)C1CCCC1 (stereo not drawn)	-13%	-13%	25%	0%	-11%
29	COC(CNC(=O)C1CCCN(S(=O)(=O)c2ccc3c(c2)oc(=O)n3C)C1)OC (stereo not drawn)	7%	14%	2%	0%	0%
30	O=C(O)c1ccccc1SCCS(=O)(=O)c1ccc(Cl)cc1Cl	6%	-3%[57.1 µM]	2%	-3%	-1%

#	LDHA inh	IDH1 R132H inh	GRP78 ERSR act	USP1 inh
21	-6	-6%	-2%	-24%
22	-10	-2%	-3%	-6%
23	1	x	x	-4%
24	-5	16%	-2%	-9%
25	-1	-5%	-4%	-8%
26	2	2%	-2%	-22%
27	-1	2%	-6%	-2%
28	1	0%	-5%	-8%
29	-4	-1%	-2%	-24%
30	-4	9%	-3%	-14%

Continued.
#	smiles	TrxR1 substrate	TrxR1 inh	RGS4 inh	Vif-APOBEC3G blk	Vif-A3F inh
31	C/C(CC(=O)Nc1cccc(Cl)c1C)=N\NC(=O)Cc1csc(N)n1	4%	-19%	-19%	-1%	3%
32	O=C(c1cc(-c2ccccc2)n[nH]1)N1CCc2c([nH]c3ccccc23)C1c1ccccn1 (stereo not drawn)	6%	12%	2%	-6%	-5%
33	CC1(NCc2ccc(Cl)cc2)COP(=O)(NCc2ccccc2)OC1 (stereo not drawn)	-8%	-8%	-38%	2%	-1%
34	Cc1ccc(OCCCn2c(C3CC(=O)N(c4cccc(Cl)c4)C3)nc3ccccc32)c(C)c1 (stereo not drawn)	-1%	19%	-1%	1%	0%
35	C[C@@H]1CN([C@@H](C)CO)C(=O)CCCn2nncc2CO[C@H]1CN(C)C(=O)C1CC1	x	x	x	1%	-7%
36	CCn1cnc2sc(C(=O)Oc3cccc(C)c3)c(C)c2c1=O	-4%	11%	12%	1%	1%
37	Cc1ccccc1NC(=O)Cc1cn(C)c2ccccc12	-3%	0%	-7%	-2%	-2%
38	Cc1ccc(S(=O)(=O)NC2=NCN(C3CCN(Cc4ccccc4)CC3)CN2)cc1	12%[57.1 µM]	15%[57.1 µM]	-24%	-22%	3%
39	CCC1(C)Cc2ccccc2C(=S)N1 (stereo not drawn)	-6%	5%	19%	0%	14%
40	CC1=C(C(=O)N2CCOCC2)CC(CC(=O)NC2CCCCC2)C(=O)N1Cc1ccccc1 (stereo not drawn)	x	x	x	2%	1%
41	CCOC(=O)c1sc(C)c2c1NC1(CCCCCC1)NC2=O	18%[57.1 µM]	16%[57.1 µM]	15%[11.4 µM]	-6%	-3%
42	Cc1cc(C)c(NC(=O)CSc2ccc(-c3ccccn3)nn2)c(C)c1	3%&2%	12%&-3%	-16%&-19%	2%&0%	2%&-1%
43	Cc1cccc2cc(C#N)c(NCCNS(=O)(=O)c3ccc4c(c3)OCCO4)nc12	26%[57.1 µM]	17%[57.1 µM]	47%	1%	-19%

#	LDHA inh	IDH1 R132H inh	GRP78 ERSR act	USP1 inh
31	0	-1%	3%	-11%
32	-1	6%	-4%	-11%
33	-10	5%	-4%	-16%
34	1	-17%	-2%	-20%
35	1	-4%	-5%	-22%
36	1	9%	2%	-11%
37	-3	-4%	-5%	-9%
38	-3	5%	-4%	-9%
39	-1	-5%	-3%	-7%
40	1	-1%	0%	-22%
41	-3	4%	0%	-6%
42	-1&0	-1%&3%	0%&-4%	-16%&4%
43	7	6%	-1%	-5%

Screening data: PubChem, National Center for Advancing Translational Sciences (NCATS)
